Source: PubChem
Pf growth 96h: P. falciparum growth inhibition at 96 hours; AID 504834; 320,000 tested, 6.9% active; P. falciparum luciferase reporter growth, 96 h; Potency, µM (titrated, usually from 28.7 µM), inactives show top-dose activity change, negative = inhibition, actives largely listed as inhibitors; note: potency is the fitted concentration of half-maximal effect; % is set by controls: 0 for no effect and ±100 for the full control effect
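P. falciparum expressing integrated firefly luciferase grown in erythrocytes (2% hematocrit, 0.05% parasitemia final) with compounds for 96 hours at 37 C, 5% CO2. Growth inhibition read as loss of luminescence after adding luciferase detection reagent.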
LmPK inh: LmPK (Leishmania mexicana) enzyme inhibition | Q27686 | purified LmPK, Kinase-Glo ATP luminescence, 1 h | Potency, µM (top dose mostly 57.5 µM), for the others: at the highest dose activity change, negative = inhibition, actives largely listed as inhibitors | 290,000 tested, 0.37% active; note: potency is the fitted concentration of half-maximal effect; % is set by controls: 0 for no effect and ±100 for the full control effect
Target sequence (Q27686 whole entry, looked up): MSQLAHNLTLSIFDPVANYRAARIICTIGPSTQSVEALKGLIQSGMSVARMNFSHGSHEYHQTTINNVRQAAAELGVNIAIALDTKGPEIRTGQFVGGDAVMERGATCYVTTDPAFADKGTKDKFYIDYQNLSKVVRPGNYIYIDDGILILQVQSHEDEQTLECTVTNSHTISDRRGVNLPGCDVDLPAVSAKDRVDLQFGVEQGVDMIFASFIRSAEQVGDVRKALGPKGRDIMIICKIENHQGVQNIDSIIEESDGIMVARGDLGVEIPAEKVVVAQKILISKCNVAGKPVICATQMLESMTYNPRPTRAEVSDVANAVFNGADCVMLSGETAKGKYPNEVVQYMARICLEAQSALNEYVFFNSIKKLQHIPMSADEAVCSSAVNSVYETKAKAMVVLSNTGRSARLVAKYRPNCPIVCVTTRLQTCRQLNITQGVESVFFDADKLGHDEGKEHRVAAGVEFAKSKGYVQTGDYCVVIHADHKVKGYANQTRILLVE
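Screened at intermediate enzyme activity to detect both inhibitors and activators: LmPK at 0.1 nM, with a 0.5 nM enzyme column as activation reference. PEP 0.5 mM, ADP 0.1 mM; ATP detected by luminescence after 1 h.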
Pf growth 48h: inhibits P. falciparum growth in the first generation, 48 h. P. falciparum luciferase growth in erythrocytes, 48 h. Potency, µM (series often up to 28.7 µM), inactives show at the top dose activity change, negative = inhibition, hits mostly inhibitors. 310,000 tested, 5.9% active. AID 504832; note: potency is the fitted concentration of half-maximal effect; % is set by controls: 0 for no effect and ±100 for the full control effect
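Luciferase-expressing P. falciparum in infected erythrocytes (2% hematocrit, 0.1% parasitemia final) in RPMI 1640/0.5% Albumax were exposed to compound for 48 hours at 37 C, 5% CO2; growth read as luminescence.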
TbPYK inhibitor: T. brucei pyruvate kinase inhibition; Q57TT1; TbPYK enzyme, Kinase-Glo Plus ATP luminescence, 45 min; Potency, µM (doses to about 76.8 µM), for the others: top-dose activity, negative = inhibition, actives largely listed as inhibitors; 410,000 tested, 0.12% active; note: potency is the fitted concentration of half-maximal effect; % is set by controls: 0 for no effect and ±100 for the full control effect; nearly all actives have a fitted effect of over 50% in size
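Luminescent Kinase-Glo Plus end-point after 45 min room-temperature reaction of T. brucei pyruvate kinase started with 130 uM ADP (final). Buffer TEA 50 mM pH 7.2 with KCl, MgCl2, BSA, Tween-20; titration-based qHTS with fitted concentration-effect curves.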
Cycloheximide cs: affects cycloheximide protein synthesis inhibition readout, counter-screen | cell reporter, cycloheximide protein synthesis inhibition counterscreen | max response, % | 300,000 tested, 12% active | AID 2314; in the data active = max response mostly above about 13%, no sharp cut-off; inactive = mostly below about 14%; note: read at 38.3 µM for the half of the compounds with a filed dose; 0% is about no effect
Shiga inhibitor: Shiga toxin inhibition | Vero cells, Shiga toxin protein synthesis inhibition reporter | inhibition, % at 38.7 µM | 290,000 tested, 9.2% active; in the data active = inhibition mostly above about 28%, no sharp cut-off; inactive = mostly below about 43%; note: 0% is about no effect
AmpC no deterg: inhibitors of E. coli AmpC beta-lactamase without detergent | AID 485341 | P00811 | AmpC nitrocefin hydrolysis, absorbance 480 nm, 0.0001% Triton | Potency, µM (highest dose often 57.1 µM), without a hit: at the highest dose activity change, negative = inhibition, most hits filed as inhibitors | 330,000 tested, 0.52% active;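 note: potency is the fitted concentration of half-maximal effect; plate controls were no compound for no effect and no enzyme for full effect; nearly all actives have a fitted effect of over 20% in size; some results filed as inactive show a strong effect at the top dose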
Target sequence (P00811 whole entry, looked up): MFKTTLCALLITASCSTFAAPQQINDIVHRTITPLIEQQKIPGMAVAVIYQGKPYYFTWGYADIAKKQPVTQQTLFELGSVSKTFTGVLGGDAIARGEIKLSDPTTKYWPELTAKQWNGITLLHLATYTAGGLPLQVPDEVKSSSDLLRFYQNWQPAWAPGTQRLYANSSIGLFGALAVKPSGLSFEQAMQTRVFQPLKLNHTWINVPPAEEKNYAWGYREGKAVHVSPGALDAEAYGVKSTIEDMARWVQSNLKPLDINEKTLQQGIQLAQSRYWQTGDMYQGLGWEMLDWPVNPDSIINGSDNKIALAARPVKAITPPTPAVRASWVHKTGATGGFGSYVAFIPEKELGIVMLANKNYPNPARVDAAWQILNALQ
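20 mM phosphate pH 7.0 + 0.01% (detergent screen) or 0.0001% Triton X-100; 5.3 nM AmpC reagent; cpd preinc 15 min RT; nitrocefin (800 uM stock) to start; A480 q20 s × 4 min; Activity was normalised to no-enzyme and no-compound control wells.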
The depositor's hits bear a star; ? = inconclusive; . = not tested or not shown; [ ] = remark or other dose. Unless noted, calls come from the whole dose curve; as a rule, active = well fitted curve in the direction sought with a large enough effect; inconclusive = small, poorly fitted or top-dose-only effect, or another doubt; inactive = no such curve, though single readings can be large; an effect the other way counts as inactive or inconclusive. Random draw from the library, and some 22% of all compounds hit somewhere here.

SMILES	Pf growth 96h	LmPK inh	Pf growth 48h	TbPYK inhibitor	Cycloheximide cs	Shiga inhibitor	AmpC no deterg
C=CCN(c1ccccc1)S(=O)(=O)c1cccc(C(=O)NNC(=O)c2ccccc2O)c1	-3%	.	-8%	2%	.	.	?
O=C(Cn1cnc2cc([N+](=O)[O-])ccc2c1=O)Nc1ccccc1-c1ccccc1	?	0%	?	-5%	-2	4	-27%
N#Cc1ccc(NC(=S)NCCN2CCOCC2)cc1	12%	1%	-6%[5.75 µM]	-4%	11	-4	-2%
CCOC(=O)c1c(NC(=O)CSc2ncccn2)sc(C(=O)NC)c1C	?	.	?	-2%	.	.	-10%
Cc1ccc(C)c(S(=O)(=O)NC2CCS(=O)(=O)C2)c1 (stereo not given)	-24%	.	18%	-6%	.	.	-13%
Cc1occc1C(=O)NNC(=S)Nc1cccc([N+](=O)[O-])c1	39%[activator]	-3%	21%	?	20	86	-32%
COC(=O)CCC(=O)OC1(C)C(=O)C2=COC(c3ccc(OC)cc3)=CC2=C(Br)C1=O (stereo not given)	62%[activator]	-13%	43%[activator]	-12%	-4	1	-28%
O=C(CCC(=O)c1cccs1)NCC(c1ccc(F)cc1)N1CCOCC1 (stereo not given)	?	.	?	-6%	.	.	-5%
COC(=O)N/N=C/c1cc(Cl)c(OCc2ccc(F)cc2)c(OC)c1	29%	3%	2%	-9%	-6	-7	-1%
COc1ccc(/C=N/NC(=O)c2c(C)nc3ccc(Br)cn23)cc1OC	32%[activator]	-1%	8%	1%	0	60	-6%

Reformatted with each value named: four of the compounds above.
> Cc1ccc(C)c(S(=O)(=O)NC2CCS(=O)(=O)C2)c1 (stereo not given)
  Pf growth 96h: -24%
  LmPK inh: .
  Pf growth 48h: 18%
  TbPYK inhibitor: -6%
  Cycloheximide cs: .
  Shiga inhibitor: .
  AmpC no deterg: -13%

> Cc1occc1C(=O)NNC(=S)Nc1cccc([N+](=O)[O-])c1
  Pf growth 96h: 39%[activator]
  LmPK inh: -3%
  Pf growth 48h: 21%
  TbPYK inhibitor: ?
  Cycloheximide cs: 20
  Shiga inhibitor: 86
  AmpC no deterg: -32%

> COC(=O)CCC(=O)OC1(C)C(=O)C2=COC(c3ccc(OC)cc3)=CC2=C(Br)C1=O (stereo not given)
  Pf growth 96h: 62%[activator]
  LmPK inh: -13%
  Pf growth 48h: 43%[activator]
  TbPYK inhibitor: -12%
  Cycloheximide cs: -4
  Shiga inhibitor: 1
  AmpC no deterg: -28%

> O=C(CCC(=O)c1cccs1)NCC(c1ccc(F)cc1)N1CCOCC1 (stereo not given)
  Pf growth 96h: ?
  LmPK inh: .
  Pf growth 48h: ?
  TbPYK inhibitor: -6%
  Cycloheximide cs: .
  Shiga inhibitor: .
  AmpC no deterg: -5%

More structures.
SMILES	Pf growth 96h	LmPK inh	Pf growth 48h	TbPYK inhibitor	Cycloheximide cs	Shiga inhibitor	AmpC no deterg
O=C(N1CCOCC1)N1CCN(Cc2ccccc2)CC1	1.7µM*	-2%	16%	-2%	-4	13	-15%
N/C(=N/O)c1nc(N2CCCCC2)nc(N2CCCCC2)n1	?	4%	?	1%	0	-11	-19%
Cc1ccc(C2=N/C(=C\c3cccnc3)C(=O)O2)cc1	37%[activator]	-1%	4%	-6%	-3	-7	-13%
COC(=O)CCNC(=O)c1nn(Cc2ccccc2)c(=O)c2ccccc12	-14%	6%	-5%	1%	2	19	3%
O=Cc1cnc(N2CCOCC2)nc1	?	1%	25%	5%	1	28	-11%
CCC(CC)c1nnc(NC(=O)CCCN2C(=O)c3ccccc3C2=O)s1	.	2%	12%	-2%	-4	-31	-1%
O=C(COC(=O)COc1ccc2c(c1)CCC2)Nc1ccccc1	73%[activator]	.	122%[activator]	-6%	.	.	-23%
O=C(CSc1nnc2ccccn12)Nc1cccc(-c2nc3ccccc3s2)c1	?	-3%	48%[activator]	-16%	15	39*	-24%
O=C1Nc2ccccc2C1(O)Cc1ccccn1 (stereo not given)	0%	1%	28%	0%	-2	-1	-16%
CCCc1ccc(OCc2ccc(C(=O)OC)o2)c(OC)c1	-1%	-3%	123%[activator]	6%	76*	146*	4%
CCOc1ccccc1N1CCN(C(=O)c2ccc(NS(=O)(=O)c3ccc4[nH]c(=O)[nH]c4c3)cc2)CC1	?	.	-8%	3%	.	.	43%
CCn1cc([N+](=O)[O-])c(C(=O)N2N=C(c3cccc4ccccc34)CC2c2ccccc2O)n1 (stereo not given)	13µM*	2%	9.3µM*	-2%	-3	-10	-19%
COc1ccc2[nH]c(=O)c(CN(C(=O)c3ccco3)C3CCCCC3)cc2c1	?	15%	.	2%	5	18	-18%
Cc1ccc(N(Cc2ccccc2)C(=O)c2ccc(F)cc2)cc1	-15%	-10%	-5%	-4%	-2	-20	-5%
CCn1c(CN2CCN(c3ccc(Cl)cc3)CC2)nc2ccccc21	?	-1%	12µM*	.	-2	-2	51%
O=C(O)CNC(=S)NCc1ccccc1	20%	1%	13µM*	1%	-2	-4	-23%
C=CCc1cc(/C=C/c2nc(O)c([N+](=O)[O-])c(=O)[nH]2)cc(OC)c1O	-22%	-1%	?	0%	12	-1	0%
CCCCCCCCn1c2c(c(=N)c3c1CCC3)CCCC2	18%	4%	0.26µM*	-3%	-1	-9	58%
COc1ccc(CCN(Cc2ccccn2)C(=S)Nc2ccc(C)cc2)cc1OC	47%[1.15 µM]	4%	-14%	3%	-3	-3	82%[activator]
C(=N\Nc1nccc(-c2cccnc2)n1)/c1ccccc1	130%[activator]	-30%	?	-23%	56*	89*	-20%

Ordered by count of non-hydrogen atoms (smallest number first): 3 of the compounds above
SMILES	Pf growth 96h	LmPK inh	Pf growth 48h	TbPYK inhibitor	Cycloheximide cs	Shiga inhibitor	AmpC no deterg
Cc1ccc(N(Cc2ccccc2)C(=O)c2ccc(F)cc2)cc1	-15%	-10%	-5%	-4%	-2	-20	-5%
C=CCc1cc(/C=C/c2nc(O)c([N+](=O)[O-])c(=O)[nH]2)cc(OC)c1O	-22%	-1%	?	0%	12	-1	0%
COc1ccc2[nH]c(=O)c(CN(C(=O)c3ccco3)C3CCCCC3)cc2c1	?	15%	.	2%	5	18	-18%

(more compounds)
SMILES	Pf growth 96h	LmPK inh	Pf growth 48h	TbPYK inhibitor	Cycloheximide cs	Shiga inhibitor	AmpC no deterg
CC1=C(C(=O)Nc2ccc(C)cc2)C(c2cccs2)NC(=S)N1 (stereo not given)	52%[activator]	6%	-3%	-2%	19*	22	-29%
CCOC(=O)C1(CC2CC2)CCN(Cc2cn[nH]c2-c2ccccc2)CC1	?	2%	-11%	1%	-2	-10	16%
CC1(C)CC(N2CCN(CCO)CC2)=CC(=S)N1	-8%	1%	0%	3%	-5	-2	-27%
COc1ccc([N+](=O)[O-])cc1N(CC(=O)Nc1ccccc1C(=O)NC(C)C)S(C)(=O)=O	7%[5.75 µM]	0%	2%	-3%	1	-11	1%
COc1ccccc1CCNC(=O)c1nc(-c2cccs2)no1	13%	3%	32%[activator]	-3%	29*	67*	-9%
Cc1ccc(S(=O)(=O)/N=C/c2c(O)ccc3ccccc23)cc1	2%	1%	17%	-3%	2	-6	-14%
CCc1nc(SCC(=O)Nc2ccc(N(C)C)cc2)n[nH]1	32%[activator]	.	10%	-16%	.	.	21%
Cc1nc(N2CCN(Cc3nc4ccccc4[nH]3)CC2)c2oc3ccccc3c2n1	5.9µM*	1%	?	2%	7	29	142%[activator]
Cc1cc(OC(=O)c2ccco2)c2c3c(c(=O)oc2c1)CCCC3	3.7µM*	6%	.	1%	-3	-5	-41%
CC1=C[C@H]2Cc3cc(C)cc(C)c3S(=O)(=O)[C@@H]2C=C1	9%	-1%	0%	-2%	-2	-3	-30%
CCc1ccc[n+](-c2[nH]c(=O)sc2/C=N/NC([S-])=Nc2ccccc2)c1	-26%	1%	?	-20%	-2	-5	-35%
CCCNC(=O)c1ccccc1NC(=O)Nc1ccccc1C	.	3%	-18%	-1%	-2	-13	-15%
Cc1ccccc1NC(=S)NCCSc1ccc(Cl)cc1	51%[activator]	19%	-26%	0%	7	10	-29%
CCOc1ccc(OCCn2nnc3ccccc3c2=O)cc1	116%[activator]	-4%	354%[activator]	0%	37*	59*	1%
COc1ccc(C(=O)C[n+]2cccc(Br)c2)cc1	-17%	0%	?	-5%	9.7*	33	-22%
O=C(Nc1ccc(N2CCN(C(=O)c3ccco3)CC2)cc1)c1cccc(F)c1	?	1%	?	0%	22*	16	-8%
COc1ccccc1Nc1ncnc2c1oc1ccccc12	188%[activator]	-2%	110%[activator]	5%	23*	53*	-2%
CCOC(=O)C(C)n1nc(C)c2sc3ccccc3c2c1=O (stereo not given)	20%	1%	-34%	-5%	3	1	3%
NC(=O)c1ccccc1NC(=O)C1CCCO1 (stereo not given)	10µM*	-5%	1%	-3%	-1	2	-3%
Cc1ccc2nc(-c3ccncc3)cc(C(=O)Nc3ccc4c(c3)OCCO4)c2c1	27%	2%	?	-2%	7	9	75%[activator]
CC1CC(C)CN(C(=O)CSc2nnc(-c3ccc(Cl)cc3)o2)C1 (stereo not given)	9%	5%	.	0%	-2	-11	-14%
Cc1ccc(NC(=O)C/C(N)=N/OC(=O)Nc2cccc(C)c2)cc1	38%[activator]	.	35%[activator]	3%	.	.	-18%
CCN(C(=O)c1ccnc(C(C)(C)C)c1)c1ccccc1	311%[activator]	-1%	-19%	1%	-1	-3	6%
CC(C)NC(=O)c1ccc(Cl)cc1Cl	?	4%	27%	6%	9	9	1%
Cc1ccc(C(=O)N/C(=C\c2cccs2)C(=O)NCc2cccnc2)cc1	128%[activator]	0%	20%	1%	3	-1	-23%
FC(F)(F)c1cc(-c2cccs2)nc2cc(-c3ccccc3)nn12	-19%	-4%	31%[activator]	-9%	10	-3	-24%
Cc1nnc(NC(=O)CSc2nnc(CC(=O)Nc3ccccc3Cl)n2C)s1	0%	-1%	-13%	0%	3	70	-3%
Cc1sc2nc(CSCC(=O)Nc3ccc(C(F)(F)F)cc3)[nH]c(=O)c2c1C	-14%	.	?	7%	.	.	17%
CCOc1ccc(-c2ccc(NS(=O)(=O)c3cc([N+](=O)[O-])c(C)c([N+](=O)[O-])c3)cc2)nn1	?	-5%	12%	9%	-2	-3	-49%
CCOc1nc(-c2ccccc2)c2cc(C)ccc2n1	15%	10%	?	-2%	3	-5	-8%
COc1cc(C2c3cc4c(cc3C(OC3OC5COC(c6cccs6)OC5C(O)C3O)C3COC(=O)C23)OCO4)cc(OC)c1O (stereo not given)	?	5%	?	3%	-1	-7	127%[activator]
O=C(c1ccc(Cl)cc1)c1cc(-c2ccccn2)c(N2CCOCC2)s1	?	1%	?	5%	-3	-17	151%[activator]
COCCCNC(=O)Nc1ccc2c(c1)N(C)C(=O)CS2	?	10%	.	-3%	-3	-16	-28%
